From PubChem BioAssay
Yfh1-off respiration – enhancers of respiration in Yfh1-depleted yeast, dose response, Friedreich's ataxia, plus single-dose screen (AID 1465) | S. cerevisiae Yfh1-off respiration, WST-1 reduction, 72 h; higher fold induction means a stronger effect | fold induction at 50 µM, or EC50 in µM where a hit was titrated | 220,000 compounds, 0.074% hits;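 active means fold induction of absorbance versus untreated yeast above a set limit, then at least 30% activation at any dose in follow-up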;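 further: activators that raise dye reduction in frataxin-depleted yeast; strong numbers were not always called active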
KOR beta-arrestin-1 – KOR antagonists, beta-arrestin recruitment, cell-based, luminescence, uHTS (AID 1778); Kappa-type opioid receptor (Homo sapiens); inhibition, % at 10 µM; hits with a dose series show IC50 in µM; KOR beta-arrestin recruitment, luminescence, antagonist mode; higher % means a stronger effect; 290,000 compounds, 0.091% hits; further: strong numbers were not always called active
NTR1 ag – agonists of NTR1, primary screen, imaging, U2OS cells, beta-arrestin-GFP, high content (AID 493036); NTR1-U2OS beta-arrestin-GFP spot imaging, agonist mode; activation, % at 20 µM; Neurotensin receptor type 1 (Homo sapiens), P30989; 330,000 compounds, 0.17% hits;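 active means activation at or above 40% of the spot to cytoplasm intensity ratio, with at least 20 cells analyzed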;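 further: 0% = DMSO without peptide and 100% = 100 nM NTR1 peptide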
Target sequence (P30989 whole entry, looked up): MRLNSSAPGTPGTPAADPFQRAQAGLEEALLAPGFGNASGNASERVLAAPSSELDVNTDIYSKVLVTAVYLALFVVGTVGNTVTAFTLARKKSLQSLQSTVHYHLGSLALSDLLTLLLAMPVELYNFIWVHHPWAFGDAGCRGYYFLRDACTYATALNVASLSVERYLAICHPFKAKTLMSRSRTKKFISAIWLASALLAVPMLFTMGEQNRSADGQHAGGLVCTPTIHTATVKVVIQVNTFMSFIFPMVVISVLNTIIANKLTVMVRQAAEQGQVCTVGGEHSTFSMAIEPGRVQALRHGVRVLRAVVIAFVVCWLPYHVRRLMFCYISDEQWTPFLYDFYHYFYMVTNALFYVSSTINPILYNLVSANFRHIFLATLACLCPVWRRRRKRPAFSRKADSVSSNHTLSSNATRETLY
KOR beta-arrestin-2 – KOR agonists, beta-arrestin recruitment, primary screen, cell-based, luminescence, uHTS (AID 1777); Kappa-type opioid receptor (Homo sapiens); one-dose activation, % at 10 µM; EC50 in µM for titrated hits; KOR beta-arrestin recruitment, luminescence; higher % means a stronger effect; 280,000 compounds, 0.02% hits; in the data active means activation above about 50%, passing the limit was not always enough; further: a part of the inactive calls stands beside numbers as strong as those of hits
GPR55 beta-arrestin – GPR55 agonists via beta-arrestin recruitment, primary screen, imaging, U2OS cells, beta-arrestin-GFP redistribution (AID 1961) | G-protein coupled receptor 55 (Homo sapiens) | U2OS GPR55 beta-arrestin-GFP redistribution imaging; higher % means a stronger effect | activation, % at 10 µM; hits with a dose series show EC50 in µM | 290,000 compounds, 0.048% hits;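 active means activation above 40% with more than 50 cells counted in the well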;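 further: U2OS osteosarcoma cells stably expressing GPR55 and beta-arrestin-GFP; plate controls were DMSO negative control for no effect and LPI positive control for full effect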
TNAP activation fold – human TNAP enzyme activators, primary screen, biochemical, luminescent, no phosphate acceptor, uHTS (AID 1001); 200,000 compounds, 0.03% hits; purified TNAP, luminescent activation assay, no phosphate acceptor; higher activation fold means a stronger effect; activation fold at 20 µM; hits with a dose series show EC50 in µM; Alkaline phosphatase, tissue-nonspecific isozyme (Homo sapiens); in the data active means activation fold from about 3, or a potency from the dose series; inactive means the rest, 99 in 100 with activation fold below about 1.6; further: many of its hits are not listed in these tables
NOD1 inhibition – NOD1 signaling inhibitors, primary screen, cell-based, luminescence, uHTS (AID 1578) | NOD1-driven NF-kB luciferase reporter cells, luminescence; higher % means a stronger effect | inhibition, % at 4 µM; hits with a dose series show EC50 in µM | 290,000 compounds, 1% hits; in the data active means inhibition mostly above about 36%, no sharp cut-off; inactive means mostly below about 34%;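 further: HEK-293T reporter cells stimulated with the NOD1 agonist gamma-tri-DAP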
NOD2 inhibition – NOD2 signaling inhibitors, cell-based, luminescence, uHTS, HEK293 (AID 1566) | HEK293 NOD2/NF-kB luciferase reporter, luminescence; higher % means a stronger effect | inhibition, % at 4 µM, or EC50 in µM where a hit was titrated | 290,000 compounds, 0.63% hits; further: many of its hits are not listed in these tables
ER stress rescue – rescue of cells from ER stress-induced death, primary screen, 384-well, CSM14.1, thapsigargin, ATP luminescence (AID 1222). cellular ATP content (survival), % at 20 µM, or EC50 in µM where a hit was titrated. CSM14.1 thapsigargin-induced death rescue, ATP luminescence; higher % means a stronger effect. 190,000 tested, under 10 active;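 active means EC50 below 50 µM in the dose-response confirmation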;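 further: death triggered by thapsigargin at about 15 µM added after 2 h compound pretreatment; cell ATP read after overnight thapsigargin exposure of roughly 18 to 22 hours; normalized against plate controls of thapsigargin alone and 5% DMSO vehicle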
NTR1 ag cell count 20 µM – recorded beside NTR1 ag, whose call it bears; cell count; measured here: cell count, cytotoxicity flag
* marks the source's active call; other numbers are inactive results; i = inactive; . = not tested or not shown; [ ] = another dose, or the depositor's remark. Unless noted, no stated cut-off is given here; in the data, active means inhibition above about 50%; inactive means the rest. A portion of the library; rates above refer to the full screens.

nr	Molecule	NOD2 inhibition	NOD1 inhibition	NTR1 ag	GPR55 beta-arrestin	TNAP activation fold	ER stress rescue	Yfh1-off respiration	KOR beta-arrestin-1	NTR1 ag cell count 20 µM	KOR beta-arrestin-2
1	CCc1ccccc1OCc1nnc(N)s1	-5.3%	1.4%	-0.2	-0.2%	1	-2.5%	i	-11.8%	52	8.2%
2	CCCCC(=O)Nc1ccccc1N1CCN(c2ccc(F)cc2)CC1	-15.7%	3.2%	4.5	1.3%	.	.	.	6.2%	57	2.4%
3	CC(=O)N1N=C(c2cccc(Br)c2)OC12CCCC2	16.6%	-5.7%	2.2	-0.7%	1	-4.9%	i	13.8%	32	-0.5%
4	CCOc1ccc(N(CC(=O)NCCc2ccccc2)S(=O)(=O)c2ccccc2)cc1	8.8%	-32.0%	0.3	0.2%	.	.	.	-22.1%	55	0.0%
5	N#Cc1c(/N=C/c2ccco2)oc(-c2ccccc2)c1-c1ccccc1	1.3%	7.5%	3.2	-0.1%	1	.	.	30.2%	77	-5.1%
6	O=C(NCCc1c[nH]c2ccccc12)c1ccc(F)cc1F	-27.0%	-71.1%	-0.1	-0.2%	.	.	.	-20.7%	46	-1.4%
7	COC(=O)c1[nH]c(C)c(/C(O)=C2\C(=O)C(=O)N(CCN(C)C)C2c2cccs2)c1C (configuration not stated)	18.5%	5.8%	3.2	0.4%	1.1	1.3%	i	-7.0%	66	-0.1%
8	Cc1ccc(S(=O)(=O)C(C#N)c2nc3ccccc3nc2N2CCN(C)CC2)cc1C (configuration not stated)	-17.8%	6.5%	-0.8	0.0%	1.1	-3.4%	i	-18.0%	85	7.9%
9	Cc1nn(C)c(C(=O)NN)c1Cl	-1.1%	-28.1%	3.1	0.7%	1.1	-1.1%	i	-10.5%	39	-5.4%
10	CCOc1cc(/C=C2\CCCC(C(=O)C(F)(F)F)=C2O)ccc1O	4.8%	-9.9%	5.0	-0.4%	0.9	0.9%	i	16.9%	34	2.1%
11	CNC(=O)N(O)C1N(/N=C/c2ccc(N(C)C)cc2)C(=S)SC1(C)C (configuration not stated)	0.8%	7.1%	-1.8	-0.1%	.	.	.	18.8%	95	-2.4%
12	N#Cc1c(C#N)c(-c2ccccc2)n(-c2ccc(C(=O)O)cc2)c1N	17.1%	7.0%	1.2	0.1%	1.1	-0.1%	i	-18.0%	46	1.1%
13	CCOC(=O)c1c(C)c(C(=O)NCC2CCCO2)c(C)n1CC (configuration not stated)	4.5%	-21.5%	1.1	-0.1%	1.1	.	i	-1.3%	46	1.2%
14	O=C(Nc1ccc(Cl)c(S(=O)(=O)N2CCOCC2)c1)c1ccccc1-c1ccc(C(F)(F)F)cc1	5.7%	-23.7%	8.6	0.6%	1.1	-2.7%	i	-69.9%	40	0.5%
15	C=CCn1c(SCC(=O)Nc2sccc2C(N)=O)nc2ccccc2c1=O	17.4%	18.2%	1.9	0.6%	1.1	-0.1%	i	-16.9%	50	-3.8%
16	COC(=O)c1sc(S(=O)(=O)N2CCCCC2)c(C(=O)OC)c1C	8.2%	-17.4%	3.6	-0.2%	1	-1.3%	i	12.5%	73	-1.3%
17	CCc1ccccc1NC(=O)N1CCC(NC(=O)C(Cc2ccc(OC)c(OC)c2)NC(C)=O)CC1 (configuration not stated)	10.0%	-18.4%	-1.3	0.2%	1.1	-0.8%	i	-5.4%	84	0.1%
18	COc1ccc(-c2cccc(C(=O)Nc3ccc(C)cc3)c2)cc1	11.0%	4.4%	0.4	-0.1%	1.1	-3.1%	i	-59.1%	70	3.0%
19	CCCCN1C2CCCC1CC(NC(=O)C1CCCCC1)C2 (configuration not stated)	9.8%	-16.4%	-0.5	0.0%	1.1	16.6%	i	-1.1%	99	-1.8%
20	O=C(CCn1c(=O)[nH]c2ccccc2c1=O)N1CCN(c2ccc(Cl)cc2)CC1	5.6%	-27.5%	-2.3	-0.1%	1	-0.6%	i	109.6%	76	-1.6%
21	COCCCNC(=O)CCn1nc(-c2ccc(Cl)cc2)ccc1=O	6.3%	-5.6%	-0.2	-0.2%	.	.	.	27.0%	102	-0.6%
22	CC1(C)CC(=O)N(c2ccc(Cl)cc2Cl)C(=O)C1	4.6%	4.6%	-0.4	-0.1%	.	.	.	5.1%	49	-4.4%
23	O=C(CSc1ncn[nH]1)Nc1ccc(Br)cc1F	-23.3%	13.0%	0.7	-0.2%	1.1	-1.3%	i	.	39	-5.4%
24	Cn1cccc1-c1cc(C(=O)N/N=C/c2ccc([N+](=O)[O-])cc2)[nH]n1	11.7%	-0.2%	1.0	-0.1%	.	.	.	-42.2%	42	-1.0%
25	Oc1ccc2nc(Cc3ccccc3)[nH]c2c1	12.4%	-5.5%	-1.6	0.0%	1.1	-2.4%	i	15.9%	62	-3.9%
26	COc1ccc(-c2c[n+](CC(=O)N3c4ccccc4Sc4ccccc43)c3n2CCC3)cc1	5.2%	-0.7%	0.1	0.0%	.	.	i	12.2%	46	4.8%
27	O=C(CC1C(=O)NCCN1CCCc1ccccc1)NCCc1ccccc1Cl (configuration not stated)	10.3%	-4.5%	-0.7	-0.2%	.	.	.	1.7%	72	-1.5%
28	Cc1cc(NC(=O)CSc2nnnn2-c2ccc(C)c(C)c2)no1	12.3%	-17.9%	2.0	0.3%	1	-1.1%	i	-41.3%	96	0.0%
29	COc1ccc(Cc2nnc(NC(=O)Nc3ccccc3OC)s2)cc1	-2.4%	-13.8%	5.0	0.0%	.	.	.	-26.2%	91	-1.7%
30	COc1ccc(-n2nc(C(=O)NCC(=O)Nc3cc(OC)c(OC)c(OC)c3)c3ccccc3c2=O)cc1Cl	14.6%	42.9%	-0.3	-0.2%	.	.	.	-23.7%	44	-1.7%

Next entries.
nr	Molecule	NOD2 inhibition	NOD1 inhibition	NTR1 ag	GPR55 beta-arrestin	TNAP activation fold	ER stress rescue	Yfh1-off respiration	KOR beta-arrestin-1	NTR1 ag cell count 20 µM	KOR beta-arrestin-2
31	Cc1ccccc1NC(=S)N(CCc1c(C)[nH]c2ccc(F)cc12)Cc1cccnc1	-0.2%	-29.0%	-0.9	0.0%	1.1	-0.3%	i	-27.2%	38	-2.9%
32	Cc1ccc(-n2c(SCc3nc4ccccc4[nH]3)nnc2-c2ccncc2)cc1	6.6%	6.8%	-0.6	-0.3%	1.2	-1.8%	i	24.8%	69	-3.3%
33	Cc1ccccc1C(=O)Nc1cccc(-c2ccc3nncn3n2)c1	-15.7%	-12.5%	1.8	-0.4%	1	1.0%	.	11.7%	68	-5.3%
34	COc1ccc(NC(=O)NC2CCCCCCC2)cc1	-48.7%	-67.2%	-0.5	0.0%	.	.	.	4.9%	61	-4.6%
35	Cc1nnc(SCCn2c(Br)nc3c2c(=O)n(C)c(=O)n3C)s1	-1.1%	-5.8%	-1.2	0.2%	1	-2.1%	i	17.0%	76	-5.9%
36	O=C(NCCNC(=O)c1ccco1)c1ccc(Cl)c(Cl)c1	8.8%	32.8%	-3.9	0.3%	.	.	.	-40.8%	3	7.4%
37	Cc1ccc(-c2csc3ncn(-n4c(C)ccc4C)c(=O)c23)o1	0.6%	20.8%	1.8	-0.1%	1	-1.2%	i	7.2%	48	6.2%
38	COc1ccc(OC)c(Nc2nc(-c3ccncc3)nc3ccccc23)c1	-67.9%	-9.3%	2.5	0.6%	.	.	.	-19.7%	93	-5.5%
39	COc1ccc2nc(NC(=O)CCc3ccc(OC)c(OC)c3)sc2c1	-9.3%	-24.3%	0.2	-0.6%	1.1	1.6%	i	-10.5%	56	-0.6%
40	O=C(NCCCN1CCCC1=O)c1ccc(Cl)c(Cl)c1	-8.0%	-31.3%	2.2	-1.1%	1	-0.4%	i	-26.7%	53	5.9%
41	CCCCC(O)(CCCC)C(=O)NN(C(=O)OC)c1ccc(C)cc1	-23.7%	-7.7%	0.7	-0.1%	.	.	i	10.5%	52	3.1%
42	Clc1cccc(-c2cc3nc4c(c(NCc5ccco5)n3n2)CCCC4)c1	-41.0%	-85.5%	6.4	0.3%	1.1	2.8%	i	-14.3%	58	2.7%
43	Cc1ccc(SCCC(=O)Nc2cccc(N(C)S(C)(=O)=O)c2)cc1	16.6%	13.1%	-0.7	-0.1%	1.1	-0.6%	i	-13.9%	89	-3.6%
44	CN1CCCC1CCNc1ccc2oc3ccccc3c(=O)c2c1 (configuration not stated)	-12.3%	-1.5%	-3.4	-0.3%	.	.	.	-147.3%[20 µM]	82	2.9%
45	O=C1CSC(c2cccc([N+](=O)[O-])c2)N1c1ccc(O)cc1 (configuration not stated)	9.1%	-22.0%	0.2	0.1%	1.1	9.5%	i	19.0%	85	4.8%
46	CCCCc1nnc(NC(=O)CSc2nc(N)cc(=O)[nH]2)s1	10.6%	24.7%	0.6	0.7%	1	-1.6%	i	-26.4%	76	1.6%
47	Cc1ccc(NC(=O)COc2ccc(C(=O)c3ccccc3)cc2)c(O)c1	12.8%	-16.9%	0.2	0.3%	.	.	.	-33.3%	62	6.1%
48	CCn1c(COc2ccc(=O)n(-c3ccccc3)n2)nnc1SCc1ccc(C)cc1	-19.5%	17.0%	-0.1	0.3%	1	5.9%	i	3.8%	70	0.9%
49	CC1CCN(CCCn2c(SCC(=O)Nc3ccccc3Cl)nc3ccccc3c2=O)CC1	-14.9%	-15.2%	-0.7	0.9%	1	-1.6%	i	4.1%	56	-3.4%
50	CCOc1cc(/C=N/NC(=O)COc2cccc(C)c2)ccc1OC(=O)c1cccs1	-3.4%	1.7%	9.1	0.5%	1	i	.	-14.9%	54	2.0%
51	COc1cccc(OCC(=O)Nc2ccccc2C(=O)Nc2ccc(C(=O)O)cc2)c1	12.4%	-18.3%	1.1	0.0%	.	.	.	-28.2%	54	1.5%
52	Cc1cc(OCC(=O)O/N=C(\N)Cc2cccs2)ccc1Br	24.1%	.	1.2	-0.2%	1.1	-1.1%	i	15.7%	56	-3.0%
53	N#C/C(C(=O)NCc1ccco1)=C1/SC=C(c2ccccc2)N1c1ccccc1	3.7%	-38.2%	-1.5	0.4%	1.1	-3.0%	i	-28.2%	53	1.8%
